SENP8 block-1 – SENP8 (human) protease inhibition. Q96LD8. recombinant SENP8, Nedd8 substrate fluorescence. inhibition, % at 20 µM. 0.64% of 360,000 active. AID 602440; in the data active means inhibition mostly above about 40%, no sharp cut-off; inactive means mostly below about 27%
SENP8 block-2 – SENP8 protease inhibition | purified SENP8, Z-RLRGG-aminoluciferin cleavage, luminescence | inhibition, % at 10 µM | 1.2% of 330,000 active | AID 2540; in the data active means inhibition above about 50%
SENP1 FRET inh – SENP1 (human) catalytic domain inhibition. Q9P0U3. recombinant SENP1 catalytic domain, CyPet-SUMO1-YPet FRET cleavage. inhibition, % at 10 µM. 0.21% of 360,000 active. AID 624204;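 active means inhibition at least 30% at 10 µM, raw YFP signal under a set limit, fluorescence ratio 0.5 to 1.5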;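 further: 0% = enzyme with DMSO and 100% = no enzyme wells; some results filed as inactive read as strong as hits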
Target sequence (Q9P0U3 419-644 limits assumed): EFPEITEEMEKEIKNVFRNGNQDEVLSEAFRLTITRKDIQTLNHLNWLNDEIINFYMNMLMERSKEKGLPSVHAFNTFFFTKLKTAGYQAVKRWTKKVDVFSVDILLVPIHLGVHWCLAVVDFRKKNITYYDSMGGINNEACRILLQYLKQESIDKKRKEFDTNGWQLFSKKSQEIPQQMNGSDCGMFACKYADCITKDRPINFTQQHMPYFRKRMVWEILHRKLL
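Compound: 10 µM single point, 0.5% DMSO; Test system: hSENP1 catalytic domain, recombinant; Timing: 50 min reaction at room temperature; Technique: FRET, CFP and YFP emission; Control set: no-enzyme wells low, DMSO-plus-enzyme wells high control.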
SENP6 inh – blocks the human protease SENP6; inhibition, % at 10 µM; 1.8% of 330,000 active; Recombinant SENP6 catalytic domain, aminoluciferin luminescence; AID 2599;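 active means inhibition above about 50% at the single tested dose, limit read from the data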;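 further: plate controls were DMSO wells with enzyme for no effect and DMSO wells lacking enzyme for full effect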
Target sequence (Q9GZR1 628-1112 limits assumed): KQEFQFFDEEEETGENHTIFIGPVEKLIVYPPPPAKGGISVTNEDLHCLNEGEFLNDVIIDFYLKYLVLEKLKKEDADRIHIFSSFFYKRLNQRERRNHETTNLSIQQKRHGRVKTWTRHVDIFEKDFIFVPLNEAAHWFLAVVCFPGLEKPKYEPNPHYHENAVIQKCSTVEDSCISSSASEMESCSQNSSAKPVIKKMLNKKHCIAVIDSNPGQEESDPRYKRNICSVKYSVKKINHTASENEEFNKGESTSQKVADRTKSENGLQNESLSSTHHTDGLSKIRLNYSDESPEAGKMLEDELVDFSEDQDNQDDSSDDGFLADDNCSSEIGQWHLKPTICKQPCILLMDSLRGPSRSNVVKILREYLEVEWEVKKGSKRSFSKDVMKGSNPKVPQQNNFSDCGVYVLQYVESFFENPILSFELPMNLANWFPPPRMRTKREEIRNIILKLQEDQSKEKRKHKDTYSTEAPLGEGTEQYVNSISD
PfG6PD inh – PfG6PD (Plasmodium falciparum) enzyme inhibition; inhibition, % at 20 µM; 0.78% of 350,000 active; AID 504690; PfGluPho enzyme, NADPH resazurin-diaphorase fluorescence;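 active means inhibition reaching at least a set limit at 20 µM in the primary screen, cut at about 59% in these data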;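 further: 0% = DMSO wells with substrate and 100% = DMSO wells lacking glucose-6-phosphate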
HKDC1 inhibitor – inhibitors of human hexokinase HKDC1; Q2TB90; recombinant HKDC1, G6PDH/diaphorase resazurin coupled fluorescence; inhibition, % at 20 µM; 0.16% of 340,000 active; AID 493160;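 active means inhibition above about 35% when tested at 20 µM, limit read from the data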;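 further: plate controls were DMSO wells with enzyme for no effect and DMSO wells lacking enzyme for full effect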
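Test system: recombinant HKDC1 (HK5) hexokinase enzyme, produced in-house / Doses: 20 µM test compound, 1% DMSO / Timing: 90 min, room temperature / Detection: G6PDH/diaphorase-coupled fluorescence, 1 mM NADP, 100 µM resazurin, 525/613 nm / Control set: DMSO wells with and without enzyme mix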
SENP7 block – SENP7 protease inhibition; 1.5% of 330,000 active; inhibition, % at 5 µM; recombinant SENP7, Z-RLRGG-aminoluciferin luminescence, 40 min;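 active means inhibition above about 50% at the single test dose, limit read from the data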;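 further: plate controls were DMSO with enzyme for no effect and no enzyme buffer wells for full effect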
Target sequence (Q9BQF6 706-1050 limits assumed): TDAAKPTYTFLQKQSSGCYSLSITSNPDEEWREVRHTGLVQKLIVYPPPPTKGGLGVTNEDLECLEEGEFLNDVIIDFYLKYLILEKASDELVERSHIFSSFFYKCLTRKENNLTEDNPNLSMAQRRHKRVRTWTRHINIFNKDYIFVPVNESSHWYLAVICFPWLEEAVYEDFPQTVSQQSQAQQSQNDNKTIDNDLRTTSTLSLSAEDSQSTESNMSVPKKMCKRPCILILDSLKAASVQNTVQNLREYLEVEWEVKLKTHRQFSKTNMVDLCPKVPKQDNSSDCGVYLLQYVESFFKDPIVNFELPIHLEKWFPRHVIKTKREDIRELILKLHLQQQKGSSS
Apaf-1 inh – blocks human Apaf-1 apoptosome activity; O14727; inhibition, % at 20 µM; 0.71% of 330,000 active; reconstituted apoptosome caspase-3 activity, DEVD-Rh110 fluorescence; active means inhibition of at least 40% at 20 µM;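 further: plate controls were DMSO wells for no effect and DEVD-CHO caspase inhibitor wells for full effect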
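Assay system – apoptosome proteins · Medium – Hepes buffer, pH 7.5 · Also added – cytochrome c with DEVD-Rh110 · Timing – 30 min compound preincubation, 50 min activation, room temperature · Detection – Rh110 fluorescence, excitation 480 nm, emission 540 nm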
Numbers without * were called inactive; i = inactive; · = not tested or not shown. No enrichment for hits. About 3.6% of those tested had a hit in this group.

SMILES	SENP8 block-1	SENP8 block-2	SENP1 FRET inh	SENP6 inh	PfG6PD inh	HKDC1 inhibitor	SENP7 block	Apaf-1 inh
CCC(CC)C(=O)NCCc1cc2ccc(OC)cc2[nH]c1=O	-38	-3	0	7	-2	-5	-1	-10
COc1cc2c(cc1OC)C(c1ccc(-c3cc(Cl)ccc3Cl)o1)=NCC2	i	4	-37	-4	28	9	6	32
Cc1ccc(NC2CCCN(C(=O)c3cn(C)c4ccccc34)C2)cc1C (stereo not drawn)	-2	-2	-2	5	33	2	10	9
O=S(=O)(Nc1nc2ccccc2nc1NCc1ccco1)c1ccccc1	-451	3	-41	-3	-15	-4	-1	11
COCCCNC(=O)C[C@H]1C[C@H](C(=O)N(C(C)C)C(C)C)[C@@]2(C)c3[nH]c4cc(-c5ccco5)ccc4c3CCN2C1=O	-381	·	-28	·	5	24	5	23
COC(=O)c1ccc2c(c1)sc(=NC(=O)CCS(=O)(=O)c1ccccc1)n2C	-137	11	-23	-3	1	7	-4	18
COCC1CCCN(C(=O)c2ccc(OC3CCN(Cc4ccccn4)CC3)cc2)C1 (stereo not drawn)	7	-8	1	-10	-4	-3	-3	-8
CCCCOc1ccc(C(=O)NCCOc2cccc(OC)c2)cc1	8	5	-1	5	8	1	2	19
Cc1cc(NC(=O)CN2CCN(C)CC2)no1	-5	-1	1	6	17	-9	4	-8
COc1ccccc1-c1nnc(Sc2nc([N+](=O)[O-])nn2C)o1	26	-4	3	9	21	-12	-6	4

Rewritten with two lines to a compound: 2 of the compounds above.
Below each compound – SENP8 block-1	SENP8 block-2	SENP1 FRET inh	SENP6 inh	PfG6PD inh	HKDC1 inhibitor	SENP7 block	Apaf-1 inh
> COCC1CCCN(C(=O)c2ccc(OC3CCN(Cc4ccccn4)CC3)cc2)C1 (stereo not drawn)
    7	-8	1	-10	-4	-3	-3	-8
> CCCCOc1ccc(C(=O)NCCOc2cccc(OC)c2)cc1
    8	5	-1	5	8	1	2	19

Going on with the list.
SMILES	SENP8 block-1	SENP8 block-2	SENP1 FRET inh	SENP6 inh	PfG6PD inh	HKDC1 inhibitor	SENP7 block	Apaf-1 inh
COc1cc(OC)cc(C(=O)N2CCN(S(=O)(=O)c3ccc(Cl)s3)CC2)c1	7	-6	2	-8	-1	-2	-11	15
CN1C(=O)[C@@H]2[C@H](C1=O)[C@@H]1C(=O)Nc3ccccc3C(=O)N1[C@@H]2c1ccc(Br)cc1	-17	1	-1	-16	-1	-6	-7	-4
CCn1c(SCC(=O)NC2CCCc3ccccc32)nnc1-c1ccncc1 (stereo not drawn)	0	2	0	9	-9	11	7	-3
COc1ccc(CNC(=O)CN(Cc2ccccc2)C(=O)CCC(=O)Nc2ccccn2)cc1	11	10	2	2	-6	-2	3	1
CCOC(=O)CSc1nnc(CNC(=O)c2cccs2)n1CCc1ccccc1	4	-12	1	-17	-2	-2	-10	-4
COc1ccc(NC(=O)CC2Sc3ncnn3C2=O)cc1 (stereo not drawn)	8	-4	-1	-4	-4	1	-3	-3
Cc1noc(NS(=O)(=O)c2ccc(N/C=C\C(=O)c3ccccc3)cc2)c1C	-15	15	-15	44	-34	-7	0	0
NC(=O)c1nsc(C(=O)N(CC(=O)NC2CCCC2)c2cccc(C(F)(F)F)c2)c1N	-296	-2	-25	-10	8	-7	7	6
Clc1ccc(CNc2cnccn2)cc1Cl	-311	0	-1	13	-4	0	6	5
N#Cc1ccccc1OCc1cccc(S(=O)(=O)N2CCOCC2)c1	12	-8	-1	0	5	-5	-10	14
COc1ccc(C2C(C(=O)c3ccc(C)o3)=C(O)C(=O)N2c2cc(C)on2)cc1OC (stereo not drawn)	1	6	-3	-5	6	10	-2	3
CCC(=O)c1cc2c(C)cc(=O)oc2c(C)c1OC	-4	-4	-1	-7	-3	13	11	8
COc1ccccc1NC(=O)COc1ccc(C(=O)OCC(=O)N(C(C)C)C(C)C)cc1OC	25	5	-1	7	10	-2	-1	11
O=C(NCc1cccs1)C12CC3CC(CC(C3)C1)C2	2	1	1	-7	-11	-9	0	-1
Cc1ccc2c(c1)cc1c(=O)n(CC(=O)NCCN3CCCC3)nc(C)n12	-78	-9	0	-13	-14	6	17	11
CN(CC(=O)Nc1cccc(F)c1)C(=O)c1ccc(S(=O)(=O)N2CCCC2)cc1	11	-12	0	-8	-1	-1	-10	5
CN(C(=O)c1ccc(NC(=O)Cc2cccc(NC(=O)C3CCN(C(=O)c4ccccc4)CC3)c2)cc1)C1CCCC1	11	-4	-3	-12	-3	-5	4	12
COc1cccc(OC)c1C(=O)OCC(=O)N(C)c1ccccc1	10	-3	-1	-5	2	-4	1	0
COc1ccc(C(=O)NC2CCCCC2)cc1OC1CCN(C(C)C)CC1	2	5	-3	4	5	-8	-4	3
CCOC(=O)c1c(C)[nH]c2c1-c1ccccc1C(=O)C2=O	121*	·	0	·	4	9	·	·
C/C(=C\c1cccc(Cl)c1Cl)C(=O)c1c(C)cc(C)[nH]c1=O	11	10	2	13	-6	6	-6	8
CC(=O)NS(=O)(=O)c1ccc(NC(=O)CCC2CCCC2)cc1	12	6	0	-21	5	-1	4	0
Nc1nccnc1C(=O)OCC(=O)Nc1cccc(S(=O)(=O)N2CCCCC2)c1	-36	-6	2	-9	-3	-10	-8	13
Cc1nonc1NC(=O)CSc1nc(C2CCCCC2)nc2ccccc12	26	1	1	-9	1	-7	10	24
COCC(=O)Nc1ccccc1-c1ccccc1	11	7	3	-9	6	0	4	-3
Cc1ccc(C(=O)c2ccccc2C(=O)OCC(=O)NC(=O)NC(C)(C)C)cc1	20	-12	-1	5	46	0	-12	5
O=C(NC1CCCC1)c1cc(-c2ccc(Cl)cc2Cl)on1	8	-9	2	-2	-9	-2	-3	4
Cc1nc(SCC(=O)c2ccccc2)c(C#N)c(-c2ccco2)c1C(=O)NCc1ccco1	-10	-2	9	-1	36	8	6	12
Nc1ccnn1Cc1ccncc1	7	-10	1	-48	-3	-4	1	3
CCN(CC)C(=O)c1c(C)nc2ccccn12	8	3	0	-10	0	-5	2	-5
CCOc1cc(/C=N/NC(=O)c2ccncc2)ccc1OC(=O)c1ccco1	-5	0	1	-9	-11	-7	9	5
Cc1cc(Cl)ccc1OCC(=O)NCc1ccncc1	0	3	-1	8	-2	-7	3	-16
COC(=O)c1cccc(NC(=O)c2ccccc2)c1	13	-9	3	-4	12	-6	0	-11
COCCCNC(=O)Cc1c(C)c2c(cc(C)c3c(C(C)(C)C)coc32)oc1=O	-290	-19	1	-4	3	2	-4	24
CCOC(=O)Cn1ccc(O)c(Cc2ccc(Cl)cc2Cl)c1=O	12	-1	2	-4	-1	-1	3	-13
O=C(COC(=O)c1cc([N+](=O)[O-])ccc1N1CCOCC1)c1ccccc1Cl	15	-5	0	5	15	0	9	9
O=C(Nc1ccccc1N1CCOCC1)c1csc2c1CCCC2	35	3	0	12	9	-4	-1	17
O=C(/C=C/c1ccc(F)cc1)c1ccc(N2CCOCC2)cc1	-10	41	3	80*	-2	4	78*	15
COc1ccc(CCNC(=O)C2CC=CCC2C(=O)O)cc1 (stereo not drawn)	4	3	-2	-5	2	-7	-4	-8
CN(C)CCCNc1nc(N)c([N+](=O)[O-])c(NC2CCCCC2)n1	14	-5	1	11	1	5	4	1
CN(CCC#N)C(=O)COC(=O)[C@H](Cc1ccccc1)N1C(=O)c2ccccc2C1=O	19	-3	1	9	-2	13	4	6
CC(=O)C[C@H](O)CC(=O)[C@@H]1OC(=O)[C@H](C)C/C=C\Cc2ccccc21	1	6	-1	-4	6	-5	-2	-4
CNC(=O)[C@@]1(C)C=C[C@@H](Cc2ccccc2)N1C(=O)OC	10	-5	-4	8	-2	-2	1	-2
CC(C)CCN(C(=O)COc1ccc(C#N)cc1)c1c(N)n(Cc2ccccc2)c(=O)[nH]c1=O	·	4	·	-1	·	·	10	12
CC(=O)Nc1ccc(NC(=O)CCCSc2nc3ccccc3s2)cc1	1	-10	-1	-10	12	-6	12	1
O=C(CCCN1C(=O)c2cccc3cccc(c23)C1=O)N1CCN(c2ccccn2)CC1	-33	3	0	-8	8	-3	6	6
COC(=O)c1ccsc1NC(=O)CN1CCN(c2ncccn2)CC1	2	-7	-1	-8	-4	-1	-1	1
Cc1cc(NC(=O)CSc2nc3c(cc2C#N)CCCC3)no1	-26	4	-19	-11	4	-11	-4	-3
O=C(O)C(Cc1ccccc1)n1cnnn1 (stereo not drawn)	6	-5	0	-19	-9	-8	-11	4
COc1ccc(C(=O)COC(=O)Cc2n[nH]c(=O)c3ccccc23)c(OC)c1	-46	-14	0	-18	-11	0	4	5

Arranged by molar mass (largest number first): part of the list above
SMILES	SENP8 block-1	SENP8 block-2	SENP1 FRET inh	SENP6 inh	PfG6PD inh	HKDC1 inhibitor	SENP7 block	Apaf-1 inh
COc1ccccc1NC(=O)COc1ccc(C(=O)OCC(=O)N(C(C)C)C(C)C)cc1OC	25	5	-1	7	10	-2	-1	11
CC(C)CCN(C(=O)COc1ccc(C#N)cc1)c1c(N)n(Cc2ccccc2)c(=O)[nH]c1=O	·	4	·	-1	·	·	10	12
CN1C(=O)[C@@H]2[C@H](C1=O)[C@@H]1C(=O)Nc3ccccc3C(=O)N1[C@@H]2c1ccc(Br)cc1	-17	1	-1	-16	-1	-6	-7	-4
COc1ccc(C2C(C(=O)c3ccc(C)o3)=C(O)C(=O)N2c2cc(C)on2)cc1OC (stereo not drawn)	1	6	-3	-5	6	10	-2	3
CN(CCC#N)C(=O)COC(=O)[C@H](Cc1ccccc1)N1C(=O)c2ccccc2C1=O	19	-3	1	9	-2	13	4	6
O=S(=O)(Nc1nc2ccccc2nc1NCc1ccco1)c1ccccc1	-451	3	-41	-3	-15	-4	-1	11
CCCCOc1ccc(C(=O)NCCOc2cccc(OC)c2)cc1	8	5	-1	5	8	1	2	19
CC(=O)NS(=O)(=O)c1ccc(NC(=O)CCC2CCCC2)cc1	12	6	0	-21	5	-1	4	0
COc1ccccc1-c1nnc(Sc2nc([N+](=O)[O-])nn2C)o1	26	-4	3	9	21	-12	-6	4
Cc1cc(NC(=O)CSc2nc3c(cc2C#N)CCCC3)no1	-26	4	-19	-11	4	-11	-4	-3
CCC(CC)C(=O)NCCc1cc2ccc(OC)cc2[nH]c1=O	-38	-3	0	7	-2	-5	-1	-10
CCOC(=O)c1c(C)[nH]c2c1-c1ccccc1C(=O)C2=O	121*	·	0	·	4	9	·	·
COCC(=O)Nc1ccccc1-c1ccccc1	11	7	3	-9	6	0	4	-3
O=C(O)C(Cc1ccccc1)n1cnnn1 (stereo not drawn)	6	-5	0	-19	-9	-8	-11	4

(listing goes on)
SMILES	SENP8 block-1	SENP8 block-2	SENP1 FRET inh	SENP6 inh	PfG6PD inh	HKDC1 inhibitor	SENP7 block	Apaf-1 inh
CS(=O)(=O)N1CCC(Oc2ccccc2C(=O)N2CCN(CC3CC3)CC2)CC1	12	-6	-1	-13	-2	-5	4	1
CC1(C)CC(=O)C2=C(C1)OC(N)=C(C#N)C2c1cccc(OC(=O)c2ccco2)c1 (stereo not drawn)	8	8	2	-20	5	-3	7	4
Cn1nc(-c2ccccc2)c(-c2nc(-c3ccc(Cl)cc3)no2)c1Cl	19	2	0	3	-2	2	2	-2
O=C(CCc1ccco1)CCc1ccco1	9	·	-2	·	8	-2	·	·

High-throughput results (PubChem)
